# NPY Y1 blocker – NPY-Y1 receptor antagonists, primary screen, cell-based. HEK293-CNG Y1 cells, membrane potential fluorescence; NPY at EC95, then isoproterenol. inhibition, % at 3.6 µM. 200,000 tested, 1% active. AID 1040, 2008;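 active = inhibition above the campaign mean inhibition of all tested compounds plus 3 SD, cut at about 20% in these data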;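 note: 0% = DMSO wells given NPY plus isoproterenol and 100% = isoproterenol alone without NPY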
# Target sequence (P25929 whole entry, looked up): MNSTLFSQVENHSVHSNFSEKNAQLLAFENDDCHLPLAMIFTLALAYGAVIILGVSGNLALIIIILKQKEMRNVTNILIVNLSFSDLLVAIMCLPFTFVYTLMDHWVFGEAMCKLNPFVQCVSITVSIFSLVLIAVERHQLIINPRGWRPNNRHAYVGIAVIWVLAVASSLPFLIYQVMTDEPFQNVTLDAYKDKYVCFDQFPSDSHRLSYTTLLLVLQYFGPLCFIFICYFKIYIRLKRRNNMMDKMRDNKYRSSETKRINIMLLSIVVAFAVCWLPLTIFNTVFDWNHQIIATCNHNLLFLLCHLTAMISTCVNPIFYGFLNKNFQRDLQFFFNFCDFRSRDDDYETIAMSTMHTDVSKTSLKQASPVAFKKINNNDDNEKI
#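 System: HEK293 cells with Y1 receptor plus CNG channel / Probe or stimulus: NPY 25 nM then isoproterenol 1 µM plus Ro 20-1724 25 µM / Compound: one concentration, 3.6 µM, in 0.4% DMSO / Schedule: compound incubation 1 h at room temperature, readout 45 min post-stimulation / Measured by: membrane potential fluorescence / Read-out: % inhibition of NPY effect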
# NPY1 pot ag – NPY-Y1 receptor potentiators or agonists, primary screen, cell-based | NPY-Y1 expressing cells, potentiator/agonist activation | activation, % at 3.6 µM | 220,000 tested, 0.37% active | AID 1304, 2008; in the data active = activation above about 33%, passing the limit was not always enough;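 note: cells stimulated with NPY at EC10 then isoproterenol at EC100; 0% = low agonist plus stimulus and 100% = saturating agonist plus stimulus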
# NPY-Y2 PAM-ag – NPY-Y2 potentiators or agonists, primary screen, cell-based | activation, % at 3.6 µM | 220,000 tested, 0.45% active | Neuropeptide Y receptor type 2 (Homo sapiens), P49146 | AID 1359, 2008 | cells expressing NPY-Y2, potentiator/agonist read-out; in the data active = activation above about 27%;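 note: cells stimulated with NPY near EC25 plus isoproterenol at EC100; 0% = vehicle plus submaximal agonist and 100% = vehicle plus saturating agonist; some results beyond the cut were filed as inactive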
# CHOP inh – inhibitors of CHOP promoter induction, primary screen, cell-based, unfolded protein response, luciferase reporter | CHO-K1 CHOP-promoter luciferase, tunicamycin-induced, 15-18 h | inhibition, % at 10 µM | 220,000 tested, 3.8% active | AID 2732, 2010;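 active = compounds that reduced the stress-induced luciferase reporter signal by more than about 70% of percent inhibition, limit read from the data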;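 note: 0% = tunicamycin plus vehicle and 100% = wells without tunicamycin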
# Ba/F3 V617F tox – reduced viability of JAK2V617F-dependent Ba/F3 cells, primary screen, JAK2V617F inhibitor project, cell-based, Ba/F3 EpoR-JAK2V617F, luminescence. 220,000 tested, 1.1% active. inhibition, % at 5.6 µM. AID 1446, 2008. ATP luminescence;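 active = inhibition above the campaign mean plus 3 SD over all tested compounds, cut at about 24% in these data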;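 note: cytokine-independent growth of Ba/F3 cells driven by EpoR plus mutant JAK2; 0% = DMSO-treated cells and 100% = JAK inhibitor I control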
# NCF1 inh – p47phox/p22phox peptide binding inhibitors, primary screen, biochemical, uHTS, NADPH oxidase regulatory subunit. Neutrophil cytosol factor 1 (Homo sapiens), P14598. fluorescence polarization, 2 h. inhibition, % at 24.7 µM. 220,000 tested, 0.53% active. AID 1274, 2008;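 active = inhibition above about 30%, limit read from the data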;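 note: 0% = p47phox with labelled peptide and 100% = labelled peptide alone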
# S1P4 ag – S1P4 receptor agonists, primary screen, cell-based | Sphingosine 1-phosphate receptor 4 (Homo sapiens), O95977 | S1P4-expressing cell line, agonist reporter assay | activation, % at 4.98 µM | 220,000 tested, 0.35% active | AID 1509, 2009; in the data active = activation above about 11%;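 note: 0% = DMSO vehicle and 100% = reference agonist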
# Target sequence (O95977 whole entry, looked up): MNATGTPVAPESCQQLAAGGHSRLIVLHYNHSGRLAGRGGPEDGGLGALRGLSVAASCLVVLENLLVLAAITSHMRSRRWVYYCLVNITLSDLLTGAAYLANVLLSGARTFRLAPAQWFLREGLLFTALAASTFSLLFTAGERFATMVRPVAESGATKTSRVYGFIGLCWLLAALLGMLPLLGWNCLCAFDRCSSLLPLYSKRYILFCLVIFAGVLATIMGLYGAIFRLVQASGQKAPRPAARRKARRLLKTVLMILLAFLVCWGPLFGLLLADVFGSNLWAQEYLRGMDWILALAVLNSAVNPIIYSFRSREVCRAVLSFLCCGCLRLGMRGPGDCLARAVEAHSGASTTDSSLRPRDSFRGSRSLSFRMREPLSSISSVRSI
# S1P4 antagonist – S1P4 receptor antagonists, primary screen, cell-based; inhibition, % at 4.98 µM; 220,000 tested, 0.26% active; AID 1510, 2009; S1P4-expressing cells, antagonist mode, reporter read-out; in the data active = inhibition above about 29%;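 note: 0% = wells stimulated with agonist and 100% = vehicle wells without agonist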
# BaF3 parental – parental Ba/F3 cell viability inhibition, counter-screen for JAK2V617F inhibitor project, murine pro-B, CellTiter-Glo luminescence | CellTiter-Glo ATP luminescence | inhibition, % at 5.6 µM | 220,000 tested, 1.1% active | AID 1486, 2009;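 active = inhibition above a per-campaign cutoff, the mean inhibition of all tested compounds plus 3 SD, cut at about 27% in these data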;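 note: 0% = DMSO wells and 100% = JAK Inhibitor I control wells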
# * = called active by the depositor; x = no result given; & = joins results of further samples; ! = not active in a repeat.
compound	NPY Y1 blocker	NPY1 pot ag	NPY-Y2 PAM-ag	CHOP inh	Ba/F3 V617F tox	NCF1 inh	S1P4 ag	S1P4 antagonist	BaF3 parental
O=C(O)CCSc1nnc(COc2cccc3cccnc23)n1-c1ccccc1	0	-3	-3	-9	-2	0	0.3	-12	1
CCCC(=O)NC(=S)Nc1cc(-c2nc3ncccc3o2)ccc1C	x	-27	-6	5	3	-2	-1.1	23	-2
Cc1ccnc(N2C3CCC2CC(O)(c2ccccc2)C3)n1 (stereo not given)	0	-1	1	-5	2	1	1.5	6	1
CNc1ccc(Br)cc(C(=O)/C=C/c2ccc(OC)cc2)c1=O	-1	4	1	-16	-5	-14	2.5	-10	0
Cc1cc(S(=O)(=O)NC(C)C)ccc1OCC(=O)Nc1ccc2c(c1)OCCO2	3	0	4	34	2	-5	0.8	-15	11
Cc1nc(SCN2C(=O)c3ccccc3C2=O)n[nH]1	4	-5	-4	-17	0	-1	0.2	-3	3
Cn1c(=O)cc(OCC(=O)NCCC2=CCCCC2)c2ccccc21	8	-5	-8	65	-1	6	0.9	-1	1
N#Cc1cc2cc3ccccc3nc2n2c(=O)c3ccccc3nc12	-5	19	15	40	-6	-13	-0.6	-1	-3
CCOC(=O)C1CCN(c2nc3c(C)cccn3c(=O)c2/C=C(\C#N)S(=O)(=O)c2ccccc2)CC1	x	-4	-3	-22	-3	-48	2.1	-18	-5
COc1ccc(Br)c2oc(S)cc(=O)c12	-2	-25	12	6	-2	-6	0.2	-6	8
CC12CN3CC(C)(CN(C1)C3c1ccc3c(c1)OCO3)C2O (stereo not given)	x	7	7	8	-6	-9	2.2	-7	4
Cc1cc(C(=O)CSc2cccc[n+]2[O-])c(C)n1-c1ccccc1	0	-5	12	-6	1	-11	1.2	-22	7
CCN(C(=S)Nc1cccnc1)c1ccccc1	7	7	-5	-5	1	-1	-0.1	8	3
COc1ccccc1NC(=O)CCN1CCN(C)CC1	-3	15	-28	-10	6	7	0.8	-2	14
Cc1ccc(OCCNS(=O)(=O)c2cccs2)cc1	13	-13	-12	-9	-2	1	1.0	0	4
O=C(Nc1ccccc1)C1=C[C@@H](c2csc3ccccc23)C[C@@H](OCc2ccc(CO)cc2)O1	14	3	-4	32	2	-62	0.4	14	3
COc1ccc(N2CCN(C(=O)COc3ccc4ccccc4c3)CC2)cc1	3	-26	-19	22	6	-10	-4.1	-13	6
O=C(N/N=C/c1cccc(NC(=O)c2ccc(Cl)cc2)c1)c1ccc(O)cc1	x	16	9	-22	-2	-60	0.4	-8	-4
Cc1nc(CN2CCCCC2)cc(=O)[nH]1	6	-7	2	15	5	8	1.6	-8	1
CCOC(=O)c1ccccc1NC(=O)COC(=O)C(CC(C)C)NC(N)=O (stereo not given)	4	3	11	20	-2	-12	-0.7	-14	5
CCCC(C)NC(=O)Cc1ccc(Br)cc1 (stereo not given)	4	-20	0	13	-3	-1	1.4	-14	3
Cc1cccc(CSC2=NCCN2C(=O)c2ccco2)c1	10	0	6	18	-3	-5	-1.1	-18	1
COc1ccc(-c2cc(C(=O)Nc3cc(S(=O)(=O)N4CCOCC4)ccc3N3CCOCC3)c3ccccc3n2)cc1	5	-18	-17	26	0	-33	2.1	-1	7
Clc1ccc(OCCCn2cncn2)cc1Cl	-2	18	1	21	-2	-1	-0.1	-13	7
Cc1oc(C(C)(C)C)cc1C(=O)NC1CCN(Cc2ccccc2)CC1	x	-19	-7	11	-1	-5	0.0	-3	0
O=C(NCc1ccccc1)C1CCN(S(=O)(=O)c2ccc(Cl)cc2)CC1	2	0	-12	-7	2	0	5.5	-11	8
N#Cc1ccc(COC(=O)Cn2nnc(-c3ccccc3)n2)cc1	2	-6	-9	35	-2	-6	-2.2	-25	11
Cc1cc(C)nc(NC(=O)CSc2ncccn2)n1	-1	12	4	-3	-2	0	0.6	-22	0
O=C(NCc1ccco1)c1cc2nc(C3CC3)cc(C(F)(F)F)n2n1	0	10	5	5	-4	-19	1.0	-9	-1
CN(Cc1cnccn1)Cc1c(C(=O)N2CCc3ccccc3C2)nc2ccc(Cl)cn12	0	-16	-5	1	-6	-3	-2.5	-12	6
NS(=O)(=O)c1ccc(CCNC(=O)c2ccc3c(c2)OCCO3)cc1	6	-13	1	14	0	-17	1.1	3	6
CCOC(=O)c1cnc(SCC(=O)Nc2ccc(N3CCOCC3)cc2)nc1N	-3	-17	8	-13	-4	-6	-0.8	-21	-1
Cc1cc(C)cc(Nc2cc(C)nc3nc(C)nn23)c1	1	7	-7	24	-4	-3	0.5	-17	4
CN(C)C(=O)CN(c1ccc2c(c1)OCO2)S(C)(=O)=O	-1	-2	13	-15	2	-2	-0.5	0	0
CN(C)CCOCCOc1ccc(Cl)c2ccccc12	4	9	16	0	-2	-149	-0.7	-6	3
CC(C)Cn1nc(NC(=O)c2ccco2)c2cc3ccccc3nc21	x	4	-1	20	2	-21	3.7	1	5
COc1ccc(NC(=S)N(CCN(C)C)C(C)c2ccncc2)cc1Cl (stereo not given)	x	3	-13	-6	-6	6	-2.4	-21	-9
CN(C)c1nc(N(C)C)nc(N(C#N)CN2C(=O)c3ccccc3C2=O)n1	-6	5	2	3	-3	-8	-0.8	-24	1
CC(=O)c1cccc(NC(=O)C2C3C=CC(C4CC34)C2C(=O)O)c1 (stereo not given)	-3	-10	-8	1	-1	-12	-0.7	-26	1
NC(N)=NS(=O)(=O)c1ccc(N)cc1	-4	-3	-4	9	-2	-3	0.4	-19	3
O=C(O)CCn1ncc2ccccc2c1=O	14	17	-17	0	-2	1	0.3	8	7
O=c1c(F)cn(C2CCCO2)c(=O)n1Cc1ccc(Cl)cc1 (stereo not given)	1	-8	-5	8	-2	7	0.0	-3	9
O=C(NC(=S)Nc1nc(-c2cccc3ccccc23)cs1)c1cc2ccccc2o1	-2	-7	5	38	-1	-7	0.0	-5	5
Fc1cccc(CSc2ncnc3c2oc2ccccc23)c1	5	-18	-7	9	4	-2	-0.1	-9	7
O=C(c1cc2ccccn2n1)N1CCN(c2ccccn2)CC1	4	-12	5	-15	1	-12	-0.8	-12	0
CCN(CC)c1ccc(C(=O)N/N=C(\C)c2ccc(OC)c(OC)c2)cc1	8	11	-5	-1	-1	-2	1.0	-24	4
COc1cc(C)c(CNc2cc(C)cc(C)c2)cc1C	1	-3	-3	52	-1	1	2.5	-14	6
c1cc(-c2nnc3n2CCCCC3)ccn1	4	4	-4	-6	1	-2	0.3	-6	3
CCCN1/C(=C(/C#N)C2=NS(=O)(=O)c3ccccc32)N(C)c2ccccc21	0	-15	-12	-16	-3	-5	0.5	-23	2
COc1ccc(CNC(=O)Cn2cc3c(n2)CCCCC3)cc1	3	-14	-17	30	6	-8	-1.0	-6	11

# (further entries)
compound	NPY Y1 blocker	NPY1 pot ag	NPY-Y2 PAM-ag	CHOP inh	Ba/F3 V617F tox	NCF1 inh	S1P4 ag	S1P4 antagonist	BaF3 parental
CCOC(=O)/C=C/C(=O)Nc1ccc(S(=O)(=O)N(C)c2ccccc2)cc1	-6	3	14	-67	0	-17	-3.8	9	1
CSc1cccc(NC(=O)/C=C/c2ccco2)c1	-5	5	2	-7	5	-19	0.7	3	7
O=C1N/C(=N/c2ccccn2)SC1Cc1ccccc1 (stereo not given)	0	8	-7	24	0	5	0.4	-1	2
CCOCCn1c(COc2ccc(C)cc2)nc2ccccc21	16	-33	-12	-4	4	7	-1.1	22	2
Cc1ccc(NC(=O)CNc2ccc(OC(C)C)cc2)cc1	-2	-6	-1	12	2	2	-0.1	-8	4
CCOC(=O)N1CCc2c(sc3c2C(=O)NC(c2ccccc2)N3)C1 (stereo not given)	-9	-11	12	26	-2	-54	1.5	-10	2
c1ccc(C(c2ccccc2)N2CCN(c3nc4ccccc4n4cnnc34)CC2)cc1	5	-1	1	13	1	-5	0.5	-3	3
COc1ccc(CCNC(=O)Cc2ccc3c(c2)OCO3)cc1OC	-1	-27	-9	-5	-1	-7	5.2	-10	2
O=C(O)c1cccnc1SC1CC(=O)N(c2cccc3ccccc23)C1=O (stereo not given)	-1	-1	-2	-2	5	13	2.2	-9	4
COc1ccccc1/C=C/C=N/NC(=O)c1cc(-c2ccc(C)o2)[nH]n1	x	-19	-29	2	4	-27	-0.4	-4	-5
CC1CCC(C(C)C)C(OC(=O)Cn2c(-c3ccc(Br)cc3)[n+](C)c3ccccc32)C1 (stereo not given)	44*	-11&-70	-13&-62	90*!	101*	10&10	0.0&-0.6	-9&8	87*
O=C(COC(=O)C1CC1)Nc1ccccc1Sc1ccccc1	-6	-1	-8	29	0	-3	1.0	-9	-1
CCCc1ncc(C(O)c2cccc(OC)c2OC)n1C (stereo not given)	5	5	-2	-11	-3	-4	-0.7	1	1
O=C1OCCC1Sc1nnc(-c2ccc(Br)cc2)o1 (stereo not given)	6	-1	-9	16	-7	-7	2.9	8	0
O=C(CSc1nnnn1-c1ccccc1)CC(=O)Nc1ccc(Cl)cc1	-3	-13	6	30	3	-15	-0.3	-2	4
O=C1CC(N2CCC(c3nc4ccccc4o3)CC2)C(=O)N1Cc1cccs1 (stereo not given)	-5	1	-1	12	-5	-13	-1.2	-24	1
CC1(C)CC(CCN(Cc2ccccc2)C(=O)c2ccco2)(c2ccccc2)CCO1 (stereo not given)	6	-15	-12	54	2	-37	1.8	-2	7
NC1=NC2(CCCCC2)N=C(Nc2ccc(F)cc2F)N1	12	-18	1	2	-3	-19	-1.0	14	-10
Cc1ccc([N+](=O)[O-])cc1S(=O)(=O)Nc1ccc(C(=O)N(C)C)cc1	2	-3	-15	-6	2	0	1.5	14	7
CC(C)CCNC(=O)CN(Cc1ccc2c(c1)OCO2)C(=O)Cn1nnc(-c2cccs2)n1	11	-32	-15	11	2	0	0.1	9	6
Cc1cc(C)nc(N/N=C/C(Cl)=C/c2ccccc2)n1	1	-4	-17	-15	-2	-6	-1.3	-26	1
O=C1/C(=C/c2ccc(O)cc2)CCc2ccc([N+](=O)[O-])cc21	2	23	0	-3	0	-13	0.1	-9	3
CC(C)c1cc(N2CCN(C(=O)c3ccco3)CC2)n2c(nc3ccccc32)c1C#N	14	-2	2	19	-1	-15	1.1	-21	3
CC(C)CCn1c(NCCN(C)C)nc2c1c(=O)[nH]c(=O)n2C	-1	-1	14	10	-5	-12	0.7	0	5
CCC(C)(C)NC(=O)c1ccc(Sc2nncn2C)c([N+](=O)[O-])c1	12	0	8	16	3	-7	0.5	-22	6

# Source: PubChem BioAssay (several laboratories)
